HIF-2a block: HIF-2a reporter inhibitors, primary screen, luminescence, 786-0 RCC cells; 786-0 RCC cells HIF-2a reporter, luciferase luminescence, overnight; AID 624352, 2012; 360,000 compounds, 0.72% hits; inhibition, % at 18.8 µM;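 active = inhibition of the luminescence signal of 40% or more relative to plate controls, in a single-dose primary screen at 18.75 µM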
Peg3 prom inh: Peg3 promoter-driven luciferase inhibitors, primary screen, cell-based, HeLa, luciferase luminescence; HeLa PEG-Prom luciferase reporter, overnight; inhibition, % at 20 µM; 360,000 compounds, 1.7% hits;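 active = inhibition of at least 50% at 20 µM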
TRPM1 prom inh: inhibitors of MITF-dependent TRPM1 promoter reporter, primary screen, cell-based, SK-MEL-5, single point, luciferase | SK-MEL-5 TRPM1 promoter luciferase, 24 h | inhibition, % at 12.5 µM | 330,000 compounds, 0.83% hits | AID 488899, 2010;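 active = mean inhibition across replicates of 60% or more, whatever share of single replicates reaches that level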; also: values of inactives mirror those of a sister screen read the other way
CaV13 ICDI inh: Primary screen for inhibitors of IQ motif and Ca2+-dependent inactivation inhibitor domain binding in CACNA1D, Förster resonance energy transfer in living cells, …; HEK cells, CFP/YFP FRET ICDI-IQ, plate reader, 10 min; percent FRET-ratio fall versus neutral wells; 340,000 compounds, 0.098% hits; inhibition, % at 12.3 µM; AID 743397;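 active = mean replicate inhibition of at least 30% and at least 1% of replicates passing that level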;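 also: 0% = median of the neutral control wells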
HTR2A ag: mouse Htr2a agonists via beta-arrestin recruitment, primary screen, cell-based, luminescence. CHO-K1 mHTR2A beta-arrestin complementation; percent of 30 µM serotonin response. activation, % at 7.6 µM. 360,000 compounds, 0.66% hits;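 active = activation above a run cutoff, the mean activation of all tested compounds plus 3 SD, cut at about 14% in these data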;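 also: 0% = plate median of compound wells and 100% = 30 µM serotonin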
Target sequence (P35363 whole entry, looked up): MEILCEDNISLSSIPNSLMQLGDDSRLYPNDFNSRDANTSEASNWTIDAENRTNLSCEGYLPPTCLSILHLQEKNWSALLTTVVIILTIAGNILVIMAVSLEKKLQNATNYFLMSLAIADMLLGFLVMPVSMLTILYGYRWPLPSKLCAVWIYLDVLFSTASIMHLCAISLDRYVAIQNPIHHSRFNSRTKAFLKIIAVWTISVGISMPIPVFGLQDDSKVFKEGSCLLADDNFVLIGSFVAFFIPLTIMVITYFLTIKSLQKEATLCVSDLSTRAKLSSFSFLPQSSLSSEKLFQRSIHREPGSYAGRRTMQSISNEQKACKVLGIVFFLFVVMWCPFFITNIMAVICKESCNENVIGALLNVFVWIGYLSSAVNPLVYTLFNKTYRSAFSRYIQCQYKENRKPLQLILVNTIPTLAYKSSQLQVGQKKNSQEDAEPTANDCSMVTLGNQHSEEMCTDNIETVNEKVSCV
Cardio protect: cardioprotection against H2O2-induced cell death, primary screen, uHTS, H9c2 cells, ATPLite luminescence; H9c2 cardiomyocytes, H2O2 injury protection, 2 h; protection from H2O2 cell death, % at 20 µM; 360,000 compounds, 0.63% hits; AID 588492, 2011;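 active = compounds giving at least 50% protection of heart cells from peroxide-induced death in the single-dose screen, raw or plate-pattern-corrected value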;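 also: 0% = DMSO wells with peroxide and 100% = DMSO wells without peroxide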
NR2E3 ag-1: inhibitors of NR2E3-RetCOR corepressor binding, primary screen, NR2E3 agonist project, biochemical, TR-FRET, GST-NR2E3, biotin-RetCOR; 320,000 compounds, 0.12% hits; inhibition of corepressor binding, % at 4.78 µM; AID 2300, 2010; 1536-well; Photoreceptor-specific nuclear receptor (Homo sapiens), Q9Y5X4;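 active = percent inhibition above the cutoff of mean plus 3 SD of all tested compounds, set per screening campaign, cut at about 20% in these data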;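 also: 0% = DMSO wells and 100% = biotin wells as full block of FRET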
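Material: NR2E3–RetCOR corepressor complex / Amount: 1.35 nM GST-NR2E3 / Medium: Tris pH 7.5 / Compound: single nominal compound dose of 4.8 µM / Incubation: 5 h at 4 °C / Technique: TR-FRET, Eu(K)-anti-GST donor, streptavidin-D2 acceptor, ex 340, em 617/671 nm / Read-out basis: percent loss of FRET ratio relative to control wells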
Shn3 inh set2: reduction of Shn3 3'UTR firefly luciferase signal, primary screen, Schnurri-3 inhibitor project, cell-based, Clone20 osteoblasts, set 2; 360,000 compounds, 0.52% hits; Clone20 osteoblast Shn3 3'UTR firefly luciferase, 24 h; inhibition, % at 12.5 µM;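 active = mean inhibition of at least 75% with every replicate also reaching 75%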;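 also: 0% = median of neutral control wells and 100% = pilot-screen positive control compound; some compounds past the cut are filed as inactive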
NR2E3 ag-2: NR2E3 agonists in two-hybrid cells, primary screen, cell-based, luminescence, CHO-S, Gal4-NCOR/VP16-NR2E3; Photoreceptor-specific nuclear receptor (Homo sapiens), Q9Y5X4; luciferase; inhibition of corepressor binding, % at 3.98 µM; 360,000 compounds, 0.35% hits; AID 602229, 2012;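 active = inhibition above the mean of all tested compounds plus 3 SD, cut at about 70% in these data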;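 also: 0% = DMSO with NR2E3 transfected cells and 100% = cells lacking NR2E3 construct; higher means lower luciferase signal from less NR2E3 corepressor binding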
PDI inh: inhibitors of human PDI, primary screen, biochemical, turbidity, single point, plate reader; 350,000 compounds, 0.052% hits; AID 588391, 2011; PDI insulin aggregation turbidity, A650, 90 min; inhibition, % at 10 µM; Protein disulfide-isomerase (Homo sapiens), P07237;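 active = mean inhibition across replicates of 30% or more, whatever share of single replicates reach that level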;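 also: absorbance from insulin aggregation driven by PDI reduction with DTT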
Target sequence (P07237 whole entry, looked up): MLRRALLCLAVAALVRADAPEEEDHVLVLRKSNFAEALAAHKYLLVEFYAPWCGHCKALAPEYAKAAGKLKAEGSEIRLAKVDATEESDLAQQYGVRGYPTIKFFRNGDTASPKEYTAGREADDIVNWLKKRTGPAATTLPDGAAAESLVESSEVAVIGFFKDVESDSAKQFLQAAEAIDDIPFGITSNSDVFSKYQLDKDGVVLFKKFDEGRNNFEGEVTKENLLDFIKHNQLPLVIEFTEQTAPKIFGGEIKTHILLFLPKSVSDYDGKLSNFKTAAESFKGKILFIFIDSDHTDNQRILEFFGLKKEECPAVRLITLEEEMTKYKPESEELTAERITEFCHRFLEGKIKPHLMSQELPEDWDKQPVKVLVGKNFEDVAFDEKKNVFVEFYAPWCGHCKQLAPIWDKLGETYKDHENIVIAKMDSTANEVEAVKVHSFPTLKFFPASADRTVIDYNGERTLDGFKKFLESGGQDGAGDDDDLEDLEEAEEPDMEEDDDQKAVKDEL
iPSC survival up: enhancers of single-cell hiPSC survival, primary screen, ATPlite luminescence | 100% = ROCK inhibitor wells, 0% = DMSO | survival enhancement, % at 20 µM | 360,000 compounds, 0.044% hits; in the data active = survival enhancement above about 18%;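 also: cells exposed to compounds for 16 hours before the ATP read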
* hit, by the source's call; x = no result given.

SMILES	HIF-2a block	Peg3 prom inh	TRPM1 prom inh	CaV13 ICDI inh	HTR2A ag	Cardio protect	NR2E3 ag-1	Shn3 inh set2	NR2E3 ag-2	PDI inh	iPSC survival up
COc1ccc(C2(CNC(=O)CCC(=O)O)CCCC2)cc1	10	6	6	-2	3	9	0	-14	-12	4	-1.2
Cc1ccc(OCC(=O)NCCNC(=O)c2ccncc2)cc1C	9	-6	10	-3	1	7	7	8	-20	2	-0.5
CC(=O)c1sc(N/N=C2\CC3CC2C(C)C3(C)C)nc1C (stereo not drawn)	-143	-197	-18	-5	0	-4	0	-15	-38	5	-0.4
CCOc1nc2cnccc2n(CC(=O)Nc2ccccc2F)c1=O	6	-19	-1	-13	6	-2	2	-5	-1	1	2.8
Cn1c(-c2ccccc2)cnc1SCC(=O)N1CCCCC1	28	31	45	x	4	-14	-2	21	-132	-6	-5.3
Cc1[nH]c2ccccc2c1/C=C(\C#N)S(=O)(=O)c1ccccc1	4	8	-6	-3	-6	-13	4	-10	4	5	-1.6
CCOC(=O)/C(C#N)=C1/C=C(C)c2ccccc2N1	-34	-9	-4	-5	4	10	2	-12	2	3	2.2
Cc1ccc(/C=N/Nc2ccc(F)cc2F)s1	-269	-206	-88	-5	-2	-6	-2	-53	-22	0	-0.9
CC(=O)Nc1cc(-c2ccc(Cl)cc2)nn1-c1ccccc1	-117	-19	-10	x	1	1	0	-22	0	-2	2.3
O=C(COc1ccc(S(=O)(=O)N2CCCCC2)cc1)N1CCOCC1	2	8	-1	-5	2	10	1	-7	-19	0	0.4
COc1ccc(CCn2nnnc2C(C(C)C)N2CCC(C(N)=O)CC2)cc1OC (stereo not drawn)	3	11	2	x	0	1	3	-2	-15	1	-1.5
Nn1c(SCc2cccc(C(F)(F)F)c2)nnc1-c1ccco1	4	8	-6	-4	-1	6	4	9	4	1	1.9
O=C1CC(c2c(F)cccc2Cl)C(n2cncn2)C(O)=C1C1NCCc2ccccc21 (stereo not drawn)	8	3	5	1	0	7	1	-7	-2	0	-0.8
CCCCN(C(=O)CSCC(=O)Nc1ccc(OC)cc1)c1c(N)n(CCC)c(=O)[nH]c1=O	10	6	2	-2	-4	-5	0	10	9	1	-0.5
O=C(CSc1nccn1Cc1ccccc1)Nc1nccs1	-120	-55	-25	x	2	2	-1	-9	-52	-10	10

Record cards, as listed above. Values in the order: HIF-2a block | Peg3 prom inh | TRPM1 prom inh | CaV13 ICDI inh | HTR2A ag | Cardio protect | NR2E3 ag-1 | Shn3 inh set2 | NR2E3 ag-2 | PDI inh | iPSC survival up
`Cc1ccc(/C=N/Nc2ccc(F)cc2F)s1` in the list: -269 | -206 | -88 | -5 | -2 | -6 | -2 | -53 | -22 | 0 | -0.9
`O=C(CSc1nccn1Cc1ccccc1)Nc1nccs1` in the list: -120 | -55 | -25 | x | 2 | 2 | -1 | -9 | -52 | -10 | 10
`O=C1CC(c2c(F)cccc2Cl)C(n2cncn2)C(O)=C1C1NCCc2ccccc21` (stereo not drawn) in the list: 8 | 3 | 5 | 1 | 0 | 7 | 1 | -7 | -2 | 0 | -0.8

More records.
SMILES	HIF-2a block	Peg3 prom inh	TRPM1 prom inh	CaV13 ICDI inh	HTR2A ag	Cardio protect	NR2E3 ag-1	Shn3 inh set2	NR2E3 ag-2	PDI inh	iPSC survival up
COc1ccc(Cl)cc1N(CC(=O)N1CCCC1)S(=O)(=O)c1ccc(C)cc1	16	20	0	-3	4	9	4	-8	-16	4	0.1
CCCc1nc(SCC(=O)N2CCC(C)CC2)c2c(=O)n(C)c(=O)n(C)c2n1	15	21	-9	-4	3	18	0	2	-12	-2	-0.2
COc1ccc(C(=O)Cc2ccc3c(c2)OCO3)c(O)c1	-197	-247	-79	-6	-7	1	-2	-83	-157	-8	4.1
COc1cccc(-n2ccnc2SCC(=O)Nc2ccccc2F)c1	-22	-8	-11	-1	-6	-3	4	-11	-12	3	0.0
COCCn1nnnc1C(C(C)C)N1CCSCC1 (stereo not drawn)	4	13	-9	2	-3	3	-1	8	8	0	-0.5
Cc1cc(OC(C)C(=O)Nc2ccncc2)ccc1Cl (stereo not drawn)	17	29	7	9	2	-13	1	38	0	-5	0.4
CCC(c1nnc(SCC(=O)Nc2cccnc2Cl)n1-c1ccccc1)N(C)C (stereo not drawn)	-11	-6	-9	-2	-1	-1	-2	-14	-23	12	0.0
COc1ccc(N/C=C2\CCc3ccccc3C2=O)cc1	5	-25	48	-20	-8	-24	6	21	-117	-3	-0.8
CCc1cc(=O)oc2c(C)c(O[C@@H]3O[C@H](CO)[C@@H](O)[C@H](O)[C@H]3O)ccc12	17	19	-10	-3	3	37	-6	2	7	-2	-0.7
CCOc1ccccc1-n1c(CN2CCN(C(=O)c3ccco3)CC2)nc2ccccc2c1=O	32	104*	80*	-9	-12	4	4	2	-11	0	-5.1
CN(CCOc1ccc(F)cc1)Cc1ccccc1	0	1	6	-1	-8	5	1	-8	-34	0	0.6
CN(C)S(=O)(=O)c1ccc(C(=O)NCCN2C(=O)S/C(=C\c3cccnc3)C2=O)cc1	-4	0	-3	-4	3	23	-2	-8	17	1	0.1
C=CCn1c(SCC(=O)Nc2ccc(OC)cc2)nc2c([nH]c3ccccc32)c1=O	13	5	9	-1	-4	-3	6	-6	15	-20	0.0
COc1cccc(OC)c1OCCN1CCC(C(=O)NC(c2ccccc2)c2ncccc2C)CC1 (stereo not drawn)	4	-23	x	-8	-1	-6	x	5	-16	-2	-1.8
Cc1cccc(N2CCN(C(=O)CCNS(=O)(=O)c3cccs3)CC2C)c1 (stereo not drawn)	-39	-37	-7	-3	7	3	-1	30	-20	0	0.4
CC1=NN(/C(=N\c2nnc(C)s2)Nc2ccc(C)cc2)[C@H](c2ccc(C)cc2)S1	-28	-8	-1	-8	-3	6	0	2	-3	-3	1.0
Cc1ccc2cc(C)c(Sc3nnnn3-c3ccccc3)nc2c1	5	22	10	-5	0	-2	-1	-1	-7	0	0.1
Cc1ccc(NC(=O)Nc2cnc3ccccc3c2)cc1	-313	-321	-79	-6	-4	-13	-1	-126	-106	2	-0.7
COC(=O)C1(S(=O)(=O)c2cc(Br)cc3c2N(C(C)=O)CC3)CC1	12	6	1	x	3	7	4	-5	-16	-11	0.7
CC(C)Oc1cccc(NC(=O)C2(C)CCN2C(C)C)c1 (stereo not drawn)	-2	7	x	-5	8	3	x	-21	22	-8	1.1
CCOCc1nc2nc(Cl)c(Cl)nc2[nH]1	10	-16	x	-6	-3	1	x	-40	-33	-1	-1.6
CCN(CC)c1ccc(S(=O)(=O)N2CCOCC2)cc1NC(=O)CSc1cccc[n+]1[O-]	13	-3	8	-5	2	3	4	14	-5	0	1.8
CCCCc1ccc(-c2nc(N)n[nH]2)cc1	-228	-218	-64	-5	-1	-24	2	-73	-87	-9	-2.2
Cc1c(C(=O)NN2CCOCC2)oc2ccccc12	-9	-11	-7	-2	1	3	4	-12	-22	3	2.2
O=C(CSc1nnnn1C1CCCC1)c1ccc2c(c1)OCCO2	-329	-240	-75	-2	-5	-7	4	-43	-133	3	-2.8
Cc1cccc(NS(=O)(=O)c2cc(C(=O)N3CCN(C)CC3)ccc2C)c1	16	7	7	-9	-4	1	0	-4	-19	-3	0.1
COc1cccc(C(=O)COc2ccc3c(C)cc(=O)oc3c2)c1	-18	-10	26	-13	-7	12	x	-6	-35	16	0.0
Cc1ccc(S(=O)(=O)NCCC(=O)NCc2cccnc2)cc1	12	4	5	x	-2	-2	2	7	-22	2	-0.5
Cc1ccc(OCC(=O)Nc2cc(NC(=O)COc3ccc(C)c(C)c3)cc(C(=O)O)c2)cc1C	10	6	1	-20	-1	-4	3	5	-36	10	0.0
Cc1noc(C)c1-c1nnc(-c2ccc(OC(F)(F)F)cc2)o1	-134	-103	-7	-5	-2	-3	1	-6	-2	-4	0.6
O=C(OCC(=O)N1c2ccccc2Sc2ccccc21)c1ccc[n+]([O-])c1	7	6	9	11	-2	0	4	-2	-15	-8	1.0
Cc1csc(=O)n1CC(=O)OCC(=O)c1ccc(Br)cc1	5	12	5	-5	1	3	-1	-30	-23	4	-0.4
O=[N+]([O-])c1ccc(CN2CCCCCC2)cc1	21	-17	8	-20	-3	-2	-1	-3	-6	2	2.2
O=C(NC1CSCC1OC(=O)c1ccccc1)c1ccccc1 (stereo not drawn)	23	13	18	-7	-12	2	-2	5	-19	0	-0.7
CCc1ccc(N2C(=O)CN(Cc3ccc(OC)c(OC)c3)C2=S)cc1	18	11	-6	-3	6	-9	-4	29	31	4	-2.6
CSCCC(NS(=O)(=O)c1cccs1)C(=O)NCc1cccs1 (stereo not drawn)	23	7	-5	2	-1	15	1	7	-11	-2	0.1
COC(=O)c1ccccc1NC(=O)N[C@@H](C)C(=O)OC	8	7	1	-9	-1	1	-2	-15	25	-3	1.3
O=C(Cc1ccsc1)NNC(=O)c1ccc(F)cc1	-14	5	8	-4	4	0	2	8	-10	9	-0.3
COc1ccc([N+](=O)[O-])cc1NCC(=O)Nc1cc(S(=O)(=O)N2CCCCC2)ccc1C	14	23	7	-7	-2	-11	1	44	7	1	0.6
CCCc1c(C(=O)OCC)[nH]c2c1C(=O)CCC2	-6	3	4	-4	-3	4	3	25	-8	x	-1.0
S=C(NCC1CCCO1)N1CCN(Cc2ccccc2)CC1 (stereo not drawn)	1	7	-2	-2	-1	1	0	2	13	-2	0.1
CC(C)(C)CC(=O)OCC(=O)Nc1cc(C(C)(C)C)nn1-c1ccccc1	-5	21	-8	-6	-1	0	3	0	-23	-2	3.9
COCCNC(=O)CSc1nnc(-c2ccccc2)c(-c2ccccc2)n1	10	19	-6	9	1	0	2	1	-8	-2	-0.8
O=C(NCc1cccs1)C1CCCN(S(=O)(=O)c2cccc3cccnc23)C1 (stereo not drawn)	13	15	9	-12	-4	0	1	2	-39	x	0.3
COc1ccc(C(=O)NCc2nnc(SCC(=O)N3CCCCCC3)o2)cc1OC	7	8	0	-3	4	2	-2	-4	-11	20	-0.5
Cc1ccc(NC(=O)CSc2nnc([C@@H]3CCCN3C(=O)OC(C)(C)C)o2)c(C)c1	7	17	13	-6	0	4	-1	2	1	-1	-1.6
Cc1cccc(-n2nnnc2SCC(=O)Nc2ccc(N3CCN(C)CC3)cc2)c1	-10	-7	0	-5	0	10	-1	14	-7	-4	-0.4
